A549 tox = kills or reduces viability of A549 cells in Nrf2 counter-screen; A549 ARE-Fluc cells, CellTiter-Fluor viability, 18-24 h; Potency, µM (titrated, usually from 46 µM), for the others: at the highest dose activity change, negative = cytotoxicity, most hits filed as inhibitors; 390,000 tested, 0.16% active; also: % is scaled to controls: 0 for no effect and ±100 for the full control effect
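Cytotoxicity counterscreen: CellTiter-Fluor fluorescence was measured in A549 ARE_Fluc cells after 18-24 h of compound exposure in a concentration series. The subsequent BugLite luminescent read reports ARE-luciferase activity.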
S2 tox = reduces viability in counter-screen for ATXN expression inhibitors; S2 cells (HEK-293 line with an ATXN2-luciferase reporter) viability, CellTiter-Fluor protease fluorescence, 24 h; 400,000 tested, 0.49% active; Potency, µM (doses to about 56.7 µM), actives largely listed as cytotoxic; also: nearly all actives have a fitted effect of over 40% in size
TGFb inhibitor = blocks TGF-b signaling. HepG2 CAGA-GFP TGF-b/SMAD3 reporter, GFP fluorescence, 18 h; TGF-beta stimulated, 500 pg/mL final. AID 588855. Potency, µM (titrated, usually from 46.1 µM), for inactives: at the top dose activity, negative = inhibition, most hits filed as inhibitors. 410,000 tested, 1.2% active; also: % is scaled to controls: 0 for no effect and ±100 for the full control effect; nearly all actives have a fitted effect of over 65% in size
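First, reporter cells (HEPG2 CAGA-GFP) rested 2 h at 37 degrees C. Next, compounds were pinned in and TGF-beta added to 500 pg/mL final. After 18 h, GFP was imaged per cell and summed per well.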
HepG2 viability = HepG2 cytotoxicity, counter-screen for TGF-b inhibitors; Potency, µM (highest dose often 46.1 µM), without a hit: at the top dose activity change, negative = cytotoxicity, most hits filed as cytotoxic; 410,000 tested, 0.76% active; HepG2 CAGA-GFP viability, ATP luminescence, 18 h; also: some results filed as inactive show a strong effect at the top dose
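CellTiter-Glo luminescence gave cytotoxicity after 18 hours at 37 degrees C. The cells were HepG2 CAGA-GFP in 1% FBS DMEM, stimulated with 500 pg/mL TGF-beta after compound addition. %Activity was normalised to no-cell wells (complete cell-killing) and DMSO (no toxicity), and curves were fitted and classified.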
MCF10A rereplic = inducers of DNA re-replication in MCF 10A breast cells. MCF 10A DNA re-replication, Hoechst nuclear intensity, 48 h. Potency, µM (doses to about 46.1 µM), without a hit: at the highest dose activity, positive = re-replication, usual class: activators. 350,000 tested, 2.9% active. AID 624296; also: % of control where 0% means no effect; nearly all actives have a fitted effect of over 50% in size
EPAC2 antag = blocks human EPAC2 exchange factor | 360,000 tested, 0.18% active | EPAC2 GEF exchange of Rap1B-BODIPY-GDP, fluorescence | Potency, µM (doses to about 114 µM), for inactives: at the highest dose activity, negative = inhibition, usual class: inhibitors; also: % is scaled to controls: 0 for no effect and ±100 for the full control effect; nearly all actives have a fitted effect of over 45% in size; many of its hits are not listed in these tables
Target sequence (Q8WZA2 whole entry, looked up): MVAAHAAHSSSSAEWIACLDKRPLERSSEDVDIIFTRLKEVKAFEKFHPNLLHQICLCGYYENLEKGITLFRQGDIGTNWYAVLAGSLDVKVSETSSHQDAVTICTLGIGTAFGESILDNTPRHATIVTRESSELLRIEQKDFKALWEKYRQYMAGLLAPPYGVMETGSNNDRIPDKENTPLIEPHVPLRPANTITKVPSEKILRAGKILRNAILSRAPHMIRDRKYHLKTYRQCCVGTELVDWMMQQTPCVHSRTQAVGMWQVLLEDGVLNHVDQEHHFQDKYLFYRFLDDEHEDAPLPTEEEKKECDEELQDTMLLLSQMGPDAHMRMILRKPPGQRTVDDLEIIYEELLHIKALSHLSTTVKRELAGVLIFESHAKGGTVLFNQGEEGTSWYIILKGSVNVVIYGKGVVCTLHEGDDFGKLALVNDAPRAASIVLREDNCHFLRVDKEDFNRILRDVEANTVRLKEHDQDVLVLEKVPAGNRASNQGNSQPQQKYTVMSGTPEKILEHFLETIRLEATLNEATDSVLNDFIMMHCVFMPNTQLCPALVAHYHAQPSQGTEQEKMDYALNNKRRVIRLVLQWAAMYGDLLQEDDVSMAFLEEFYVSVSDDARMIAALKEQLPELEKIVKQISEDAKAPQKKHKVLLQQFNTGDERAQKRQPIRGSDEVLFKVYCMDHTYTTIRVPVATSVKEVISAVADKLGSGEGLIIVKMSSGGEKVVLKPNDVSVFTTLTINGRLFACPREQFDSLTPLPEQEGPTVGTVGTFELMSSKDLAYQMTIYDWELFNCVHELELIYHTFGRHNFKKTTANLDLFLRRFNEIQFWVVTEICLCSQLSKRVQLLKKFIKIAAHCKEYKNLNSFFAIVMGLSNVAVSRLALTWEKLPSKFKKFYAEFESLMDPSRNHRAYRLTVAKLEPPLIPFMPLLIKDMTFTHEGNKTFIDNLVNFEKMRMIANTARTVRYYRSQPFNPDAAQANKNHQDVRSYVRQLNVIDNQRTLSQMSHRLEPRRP
ATXN2 expr inh = reduces ATXN2 reporter expression in HEK-293 cells | HEK-293 ATXN2-luciferase reporter, luminescence, 24 h | Potency, µM (highest dose often 57 µM), for the others: at the top dose activity change, negative = inhibition, actives largely listed as inhibitors | 360,000 tested, 0.72% active | AID 1745845; also: % is scaled to controls: 0 for no effect and ±100 for the full control effect; nearly all actives have a fitted effect of over 55% in size
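ATXN2-luciferase reporter cells (luciferase flanked by upstream and downstream ATXN2 gene portions) were treated 24 h at 37 °C with compounds at up to 57 uM. SteadyGlo luminescence gave expression; GF-AFC fluorescence gave viability.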
Nrf2 activator = Nrf2 pathway activation | AREc32 ARE-luciferase reporter (MCF7-derived line), luminescence, 24 h | Potency, µM (top dose mostly 46.1 µM), for inactives: at the highest dose activation, most hits filed as activators | 410,000 tested, 0.31% active; also: % of control where 0% means no effect; nearly all actives have a fitted effect of over 65% in size
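Steps: seed AREc32_Fluc cells (1000/well, 5% FBS OPTI-MEM); incubate overnight at 37 deg C; add 23 nL compound; incubate 24 hr; add Steady-Glo; hold 30 min RT; read luminescence.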
Nrf2 inh = inhibitors of Nrf2 signaling; 360,000 tested, 2.1% active; A549 ARE-Fluc reporter, luciferase luminescence, 18-24 h; Potency, µM (doses to about 46 µM), for inactives: top-dose activity change, negative = inhibition, actives largely listed as inhibitors; AID 504444; also: % is scaled to controls: 0 for no effect and ±100 for the full control effect; nearly all actives have a fitted effect of over 60% in size
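Quantitative HTS in A549 cells stably bearing an antioxidant response element-firefly luciferase construct. Inhibition of Nrf2-driven transcription was scored by luminescence after 18-24 h of compound exposure at 37 °C.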
An asterisk follows results filed as active; i = inactive; ? = inconclusive; . = not tested or not shown; [ ] = remark or other dose. Calls follow the shape of the dose curve; as a rule, active = well fitted curve in the direction sought with a large enough effect; inconclusive = small, poorly fitted or top-dose-only effect, or another doubt; inactive = no such curve, though single readings can be large; an effect the other way counts as inactive or inconclusive. Potency is read from the fitted curve at half-maximal effect.

entry	molecule	A549 tox	S2 tox	TGFb inhibitor	HepG2 viability	MCF10A rereplic	EPAC2 antag	ATXN2 expr inh	Nrf2 activator	Nrf2 inh
1	COc1ccc(Cl)cc1N1C(=O)CC(N2CCc3ccccc32)C1=O (centres undefined)	-4%	i	2%	2%	5%	-3%	0%	5.4%	-2%
2	O=C(CCCN1C(=O)/C(=C/c2ccccc2Cl)SC1=S)NNC(=O)c1ccccc1	-12%	?	?	5%	?	16%	?	0.0%	21µM*
3	N#Cc1ccccc1NS(=O)(=O)c1cc2c3c(c1)CCC(=O)N3CCC2	0%	i	-17%	-1%	4%	-7%	6%	1.7%	-9%
4	O=C(COc1ccccc1)Nc1ccc(Cl)c(-c2nc3ncccc3o2)c1	10%	i	7%	0%	1%	-6%	14%	3.3%	16%
5	Cc1ccc(S(=O)(=O)N2CCC(=O)N(C(COCc3cccc(C)c3)Cc3ccccc3)CC2)cc1 (centres undefined)	-15%	i	-5%	-22%	8.2µM*	-6%	-21%	0.0%	?
6	O=C(CCCn1ncn2c(cc3occc32)c1=O)N1CCc2ccccc2C1	-4%	i	19%	6%	2%	0%	3%	0.1%	-21%
7	O=C(NCN1CCN(CCO)CC1)c1cnccn1	2%	i	-2%	7%	1%	9%	3%	-0.4%	15%
8	Cc1ccc(NC(=O)CN2C(=O)C(=O)N(C3CCCC3)C2=O)c(Cl)c1	0%	i	2%	1%	-2%	0%	8%	-0.7%	14%
9	CCOC(=O)c1ccc(NC(=O)CC2Sc3ncnn3C2=O)cc1 (centres undefined)	0%	i	-3%	3%	?	2%	-3%	3.2%	3%
10	COC(=O)C1C/C(=N\NS(=O)(=O)c2ccc(C)cc2)c2ccsc2C1 (centres undefined)	1%	i	-1%	2%	-3%	10%	6%	-0.3%	?
11	COc1ccc(C(=O)Nc2ccccc2C(=O)NCc2ccco2)cc1	-14%	?	1%	-9%	0%	-10%	12%	12%	-9%
12	C=C1CCN([C@@H](C)C(=O)OCc2ccc(C)cc2)S(=O)(=O)c2ccccc21	1%	i	-4%	-11%	?	?	-9%	6.3%	?
13	O=C(c1ccncc1)N1CCN(C(=O)c2ccco2)CC1	-6%	i	1%	1%	3%	1%	14%	-0.3%	-11%
14	CCOc1ccc(C(=O)Nc2ccc(N3CCN(S(C)(=O)=O)CC3)cc2)cc1[N+](=O)[O-]	0%	i	21%	27%	?	6%	.	0.2%	6%
15	CCOCC(=O)Nc1cccc(SC)c1	1%	i	1%	5%	-3%	9%	16%	-0.2%	3%
16	CCOc1cccc(C(=O)Nc2ccc(-c3nc4ncccc4o3)cc2C)c1	0%	?	?	-33%	.	.	?	5.2%	.
17	CCOc1ccc(NC(=O)c2c(NC(=O)CNCCN3CCOCC3)sc3c2CCC3)cc1	-4%	?	?	-34%	-7%	2%	?	8.2%	5%
18	CCCCCc1nc2c(c(=O)c3ccccc3n2C)c(=O)n1Cc1ccc(OC)cc1	?	i	-8%	-10%	0%	1%	.	1.7%	-20%
19	C=CCN(Cc1nc(-c2cc(OC)c3c(c2)OCO3)oc1C)C1CCS(=O)(=O)C1 (centres undefined)	-2%	i	2%	-2%	3%	0%	6%	0.2%	?
20	O=C(NCC1CCCO1)c1onc(CSc2ccccc2F)c1C(=O)O (centres undefined)	-3%	i	-1%	-11%	-8%	0%	3%	-0.7%	-11%
21	O=C(NCCOc1nc(N2CCCCC2)nc(N2CCOCC2)n1)Nc1ccccc1	3%	i	0%	-2%	-10%	-3%	-13%	-0.6%	-17%
22	CNC(=S)N1CCc2cc(OC)c(OC)cc2C1COc1ccc(F)cc1 (centres undefined)	-2%	i	-2%	-6%	13%	?	-4%	0.2%	16%
23	Cc1nnsc1C(=O)N1CCN(c2cc(C(F)(F)F)ccn2)CC1	-15%	i	28%	41%	0%	1%	.	-0.8%	-15%
24	CN(C)c1ccc(CNC(=O)C2CCN(c3nc4ccccc4[nH]3)CC2)cc1	12%	.	0%	-9%	.	.	.	2.8%	.

Nos. 11 through 21 from above:
entry	molecule	A549 tox	S2 tox	TGFb inhibitor	HepG2 viability	MCF10A rereplic	EPAC2 antag	ATXN2 expr inh	Nrf2 activator	Nrf2 inh
11	COc1ccc(C(=O)Nc2ccccc2C(=O)NCc2ccco2)cc1	-14%	?	1%	-9%	0%	-10%	12%	12%	-9%
12	C=C1CCN([C@@H](C)C(=O)OCc2ccc(C)cc2)S(=O)(=O)c2ccccc21	1%	i	-4%	-11%	?	?	-9%	6.3%	?
13	O=C(c1ccncc1)N1CCN(C(=O)c2ccco2)CC1	-6%	i	1%	1%	3%	1%	14%	-0.3%	-11%
14	CCOc1ccc(C(=O)Nc2ccc(N3CCN(S(C)(=O)=O)CC3)cc2)cc1[N+](=O)[O-]	0%	i	21%	27%	?	6%	.	0.2%	6%
15	CCOCC(=O)Nc1cccc(SC)c1	1%	i	1%	5%	-3%	9%	16%	-0.2%	3%
16	CCOc1cccc(C(=O)Nc2ccc(-c3nc4ncccc4o3)cc2C)c1	0%	?	?	-33%	.	.	?	5.2%	.
17	CCOc1ccc(NC(=O)c2c(NC(=O)CNCCN3CCOCC3)sc3c2CCC3)cc1	-4%	?	?	-34%	-7%	2%	?	8.2%	5%
18	CCCCCc1nc2c(c(=O)c3ccccc3n2C)c(=O)n1Cc1ccc(OC)cc1	?	i	-8%	-10%	0%	1%	.	1.7%	-20%
19	C=CCN(Cc1nc(-c2cc(OC)c3c(c2)OCO3)oc1C)C1CCS(=O)(=O)C1 (centres undefined)	-2%	i	2%	-2%	3%	0%	6%	0.2%	?
20	O=C(NCC1CCCO1)c1onc(CSc2ccccc2F)c1C(=O)O (centres undefined)	-3%	i	-1%	-11%	-8%	0%	3%	-0.7%	-11%
21	O=C(NCCOc1nc(N2CCCCC2)nc(N2CCOCC2)n1)Nc1ccccc1	3%	i	0%	-2%	-10%	-3%	-13%	-0.6%	-17%

Further structures follow:
entry	molecule	A549 tox	S2 tox	TGFb inhibitor	HepG2 viability	MCF10A rereplic	EPAC2 antag	ATXN2 expr inh	Nrf2 activator	Nrf2 inh
25	COc1ccc(OC)c(C(=O)N2CCC(n3nccc3NC(=O)CC(C)C)CC2)c1	-1%	i	10%	10%	1%	0%	26%	-0.4%	5%
26	CC(=O)c1cnn(-c2ccccc2)c1C	5%	i	-2%	3%	1%	1%	-13%[11.3 µM]	-0.4%	-3%
27	COCCNC(=O)C/C(C)=N/NC(=O)C(=O)NC1CCCCC1	-5%	i	1%	22%	-8%	6%	-13%[11.3 µM]	-0.3%	?
28	N#CCCn1nc2c(c1N)CCC2	-3%	i	0%	-13%	-1%	0%	11%	-0.8%	-5%
29	CCOc1cc(/C=C/C(=O)O)ccc1OCCOc1ccc(F)cc1	-9%	i	-1%	6%	2%	-8%	-6%	-0.1%	?
30	CCN(Cc1ccncc1)C(=O)c1ccco1	-4%	?	-2%	2%	2%	2%	4%	-0.4%	-7%
31	COc1cccc(N2CCN(S(=O)(=O)c3ccc(-c4coc(C)n4)cc3)CC2)c1	-6%	i	?	-19%	?	0%	.	4.1%	2%
32	Cc1cc(C)nc(SCC(=O)Nc2ncc3c(n2)CC(C)(C)CC3=O)n1	-2%	?	-9%	-1%	5%	8%	6%	0.4%	-7%
33	Cn1c(=O)oc2cc(S(=O)(=O)NCc3ccncc3)ccc21	-11%	i	?	-15%	11%	-4%	-11%	-0.4%	-29%
34	Cc1cccc(N2C(=O)/C(=C/c3ccccn3)SC2=S)c1	0%	i	15%	35%	-2%	7%	.	-0.4%	16%
35	COc1cc(C(=O)Nc2ccc([N+](=O)[O-])cn2)cc(OC)c1OC	1%	i	-6%	12%	6%	-4%	-7%	0.9%	-1%
36	Cc1ccc(OC(=O)c2cc(-c3ccc4c(c3)OCCO4)on2)c(C)c1	3%	.	0%	-1%	.	.	.	0.2%	?
37	CCOc1ccc(C(=O)NCC2OCCc3ccccc32)cc1 (centres undefined)	-1%	i	-5%	-3%	2%	-1%	13%	0.6%	-8%
38	CCCC(c1nnnn1CCOC)N(Cc1cc2cc(C)c(C)cc2[nH]c1=O)CC1CCCO1 (centres undefined)	11%	i	22%	-1%	-20%	-6%	-1%	-0.9%	.
39	COc1ccc(CC(=O)Nc2ccccc2C(=O)NCCc2ccccc2)cc1	-11%	?	?	-19%	3%	0%	-5%	5.7%	-9%
40	O=C(O)c1cc(C2CC2)nn1-c1ccccc1	-8%	i	-2%	-1%	0%	5%[57.1 µM]	-1%	-0.6%	8%
41	CC(C)(C(=O)N1CCC1(C)C(=O)NS(=O)(=O)c1cccc(Cl)c1)c1ccccc1 (centres undefined)	.	i	-8%	-11%	.	?	9%	0.0%	.
42	Cc1cccc(OC(=O)CSc2nnc(-c3ccc4c(c3)OCO4)o2)c1C	8%	.	36%[activator]	-1%	.	.	.	-2.1%	18%
43	O=c1c2cc3c(cc2[nH]c(=S)n1C1CCN(Cc2ccccc2)CC1)OCO3	-2%	i	4%	-2%	-1%	6%	-14%[11.3 µM]	-0.7%	-14%
44	CCC1(C(=O)c2ccccc2)C(c2cccc([N+](=O)[O-])c2)C1(C(=O)OC)C(=O)OC (centres undefined)	0%	i	-15%	27%	?	3%	-8%	-0.2%	-24%
45	Cc1ccc(N=Nc2c(C)[nH]n(-c3ccccc3)c2=O)c(C)c1	-13%	i	-7%	-24%	3%	13%	-36%	2.3%	0%
46	CC(C)[C@@H](N)C(=O)N/N=C/c1ccc2nccnc2c1	-6%	i	16%	4%	5%	-2%	1%	0.2%	-8%
47	O=C1C=C(O)c2cccc3cccc1c23	?	i	-2%	-13%	?	2%	7%	?	-9%
48	CCCCOc1ccc(Nc2cc(Cl)ccc2C(=O)O)cn1	-2%	i	?	-11%	16µM*	-19%	-10%	1.8%	-2%
49	C=CCNC(=O)N1CCC(n2nccc2NC(=O)CCCc2ccccc2)CC1	0%	i	1%	-16%	-3%	0%	-3%	-0.4%	?

Screening results as filed in PubChem.

These rows are one share of the data, so the mix of outcomes need not match the whole.
